# CHRM4 agonist – CHRM4 agonism in calcium assay | AID 624127 | P08173 | CHO-K1 hM4/Gqi5, Fluo-8 calcium fluorescence; vehicle 0%, full acetylcholine response 100% | hit rate 0.14% among 360,000 | activation, % at 3 µM;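 active means activation above the run mean over all test wells plus 3 SD, cut at about 32% in these data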;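 further: peak over basal fluorescence ratio per well then scaled between controls; 0% = DMSO wells and 100% = acetylcholine at EC100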
# CHRM4 antagonist – antagonists of human muscarinic M4 receptor (CHRM4); P08173; CHO-hM4 cells, ACh EC80, Fluo-8 calcium fluorescence; inhibition, % at 3 µM; hit rate 0.73% among 360,000;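 active means inhibition above its plate's cutoff, the mean inhibition of sample wells plus 3 SD, cut at about 27% in these data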;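 further: 0% = acetylcholine EC80 with DMSO and 100% = DMSO without agonist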
# M1 PAM – human CHRM1 positive allosteric modulation; P11229; CHO-K1 hM1, Fluo-8 calcium fluorescence, ACh EC20; 0% = ACh EC20, 100% = maximal ACh; activation, % at 3 µM; hit rate 0.088% among 360,000; AID 588819; in the data active means activation above about 19%, passing the limit was not always enough
# Target sequence (P11229 whole entry, looked up): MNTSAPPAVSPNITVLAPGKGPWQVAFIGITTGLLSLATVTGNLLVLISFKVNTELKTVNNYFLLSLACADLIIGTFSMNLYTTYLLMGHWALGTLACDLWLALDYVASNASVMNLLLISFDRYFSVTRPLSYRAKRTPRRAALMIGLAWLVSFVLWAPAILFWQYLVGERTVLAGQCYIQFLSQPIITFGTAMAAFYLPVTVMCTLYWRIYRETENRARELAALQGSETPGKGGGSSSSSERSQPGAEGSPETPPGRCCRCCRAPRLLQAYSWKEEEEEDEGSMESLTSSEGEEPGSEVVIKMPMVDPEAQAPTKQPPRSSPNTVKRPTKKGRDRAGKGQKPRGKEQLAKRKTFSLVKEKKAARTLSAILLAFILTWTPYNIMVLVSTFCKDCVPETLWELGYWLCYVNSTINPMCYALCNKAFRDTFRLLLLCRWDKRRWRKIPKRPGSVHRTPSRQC
# CHRM4 PAM – CHRM4 positive allosteric modulation | CHO-K1 hM4/Gqi5, Fluo-8 calcium fluorescence, ACh EC20; 0% = ACh EC20, 100% = maximal ACh | AID 624126 | hit rate 0.4% among 360,000 | activation, % at 3 µM;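 active means activation above its plate's cutoff, the mean activation of sample wells plus 3 SD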; further: some results filed as inactive read as strong as hits
# CRFBP-R2 agonist – agonists of human CRF-binding protein/CRF-R2 receptor complex; HEK293 CRF-R2/CRF-BP, calcium dye fluorescence (FLIPR); percent of saturating CRF peptide response; activation, % at 13.2 µM; hit rate 0.46% among 350,000;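 active means activation of at least 50%, plus an integration ratio under a set limit after plate pattern correction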;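 further: plate controls were neutral control wells without compound for no effect and CRF at EC100 for full effect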
# CHRM5 agonist – agonists of human muscarinic M5 receptor (CHRM5); activation, % at 3 µM; hit rate 0.19% among 360,000; AID 624037; CHO-K1 hM5 cells, Fluo-8 calcium fluorescence; 0% DMSO wells, 100% maximal acetylcholine response; P08912;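 active means activation above the run's mean over test compounds plus 3 SD, cut at about 23% in these data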;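 further: signal is peak over basal fluorescence ratio across the kinetic read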
# Target sequence (P08912 whole entry, looked up): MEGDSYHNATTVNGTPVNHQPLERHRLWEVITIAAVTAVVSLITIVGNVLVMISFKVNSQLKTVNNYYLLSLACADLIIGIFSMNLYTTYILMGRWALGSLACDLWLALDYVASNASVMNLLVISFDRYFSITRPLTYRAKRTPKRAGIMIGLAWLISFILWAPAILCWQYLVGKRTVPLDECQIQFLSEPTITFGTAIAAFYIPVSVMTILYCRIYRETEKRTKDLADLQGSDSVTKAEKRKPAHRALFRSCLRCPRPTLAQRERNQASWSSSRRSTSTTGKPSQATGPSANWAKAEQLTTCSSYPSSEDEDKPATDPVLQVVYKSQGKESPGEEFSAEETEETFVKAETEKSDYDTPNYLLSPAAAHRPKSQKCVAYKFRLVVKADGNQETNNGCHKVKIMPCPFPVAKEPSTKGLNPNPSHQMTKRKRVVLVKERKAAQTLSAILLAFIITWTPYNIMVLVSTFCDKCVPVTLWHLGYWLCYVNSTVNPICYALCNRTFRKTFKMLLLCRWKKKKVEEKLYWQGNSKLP
# CHRM5 antagonist – CHRM5 antagonism in calcium assay | P08912 | CHO-hM5 cells, Fluo-8 calcium fluorescence, ACh EC80 | inhibition, % at 3 µM | hit rate 0.59% among 360,000;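 active means inhibition above a per-plate cutoff, the mean of that plate's test compounds plus 3 SD, cut at about 27% in these data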;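 further: 0% = acetylcholine EC80 with DMSO and 100% = DMSO without agonist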
# M1 antag – blocks human M1 muscarinic receptor; inhibition, % at 3 µM; AID 588852; CHO-K1 hM1, Fluo-8 calcium fluorescence, ACh EC80 antagonist; P11229; hit rate 1.3% among 360,000;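 active means percent inhibition above its own plate's cutoff, namely the mean of that plate's compound wells plus 3 SD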;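 further: peak over basal fluorescence ratio during 140 s after agonist addition; 0% = ACh EC80 plus DMSO and 100% = DMSO alone without agonist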
# M5 PAM – CHRM5 positive allosteric modulation; P08912; CHO-K1 hM5, Fluo-8 calcium, ACh EC20 PAM; 0% = ACh EC20, 100% = ACh EC100; activation, % at 3 µM; hit rate 0.3% among 360,000; AID 624038;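 active means activation above the run cutoff, the mean activation of all test compounds plus 3 SD, cut at about 18% in these data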
#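 Probe or stimulus: acetylcholine, EC20 level; Assay system: human M5 receptor in CHO-K1 cells; Schedule: compound preincubation 140 s before EC20 acetylcholine addition; Technique: intracellular calcium via Fluo-8 fluorescence; Dosing: single-point, 3 µM nominal; Read-out basis: percent activation from peak-over-basal fluorescence ratio, scaled EC20-to-EC100 acetylcholine; Repeats: one well per compound, no replicates.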
# Numbers without * were called inactive; nt = no result given.
SMILES,CHRM4 agonist,CHRM4 antagonist,M1 PAM,CHRM4 PAM,CRFBP-R2 agonist,CHRM5 agonist,CHRM5 antagonist,M1 antag,M5 PAM
Cc1noc(C)c1CSCC(=O)N(C)CC(=O)Nc1ccc(F)c(F)c1F,1,-1,-5,0,-0.3,3,4,17,0
CCOc1ccc(NC(=O)CSc2nncc(=O)[nH]2)cc1,2,-6,15,4,-0.2,-2,-1,-23,3
CN(CC1CCN(CCc2cccc(C(F)(F)F)c2)CC1)C(=O)c1ccccc1,0,25,-13,-14,-0.6,-23,14,9,-16
N=P(N1CCOCC1)(N1CCOCC1)C12CC3CC(CC(C3)C1)C2,0,9,3,5,0.6,1,2,-8,-3
CCn1nc(C)c(CN2CCc3c([nH]c4ccccc34)C2c2ccc(F)c(OC)c2)c1C (stereo unspecified),4,8,-25,-21,1.4,-8,21,16,-13
O=C(N(Cc1ccccc1)c1ccccn1)C12CC3CC(CC(C3)C1)C2,-1,-10,7,3,-0.6,1,2,-2,-3
Cc1ccc(S(=O)(=O)N(CCCN2CCCC2=O)Cc2cc3c(C)ccc(C)c3[nH]c2=O)cc1,10,-9,-9,-8,0.5,-2,20,10,-14
COc1ccc(OC)c(-c2nc3ccccc3nc2-c2ccccc2)c1,-2,-7,8,7,-0.2,-2,3,-17,0
COc1ccc(C2=NN(C(=O)CCC(=O)O)C(c3ccccc3F)C2)cc1 (stereo unspecified),0,-5,9,7,1.9,-1,5,-14,4
Cc1cccc(N2CC(C(=O)Nc3ccc(S(=O)(=O)N4CCOCC4)cc3)CC2=O)c1 (stereo unspecified),3,-4,12,-3,0.4,-5,-8,-4,-1
CC(C)[C@H](NC(=O)c1ccc(Cl)cc1Cl)C(=O)NNc1cccc(C(=O)O)c1,1,-9,2,8,-0.7,0,3,-9,4
CC1CC(C)(C)NC(=S)N1CC(=O)N(C)Cc1ccccc1 (stereo unspecified),1,-8,2,-4,-3.9,1,1,1,-4
Cc1cccc(N(C)S(=O)(=O)c2cccc3nsnc23)c1,1,3,4,0,-2.1,-14,7,2,3
O=C(c1ccc(-c2nnc(-c3ccccc3)o2)cc1)N1CCCCCC1,2,-2,3,1,0.1,-1,7,-21,-2
COc1ccc(N2CCN(C(=O)C3CCN(S(=O)(=O)N4CCOCC4)CC3)CC2)cc1,1,7,-1,0,-0.6,-1,2,7,-1
O=C(Nc1ccc(S(=O)(=O)Nc2ccccn2)cc1)C(F)(F)F,1,-2,9,10,0.0,-2,5,-7,10
C[C@H](NC(=O)C1(c2ccccc2)CCN(C(=O)[C@H]2CSCN2C(=O)OC(C)(C)C)CC1)C(=O)O,0,3,-2,-6,-1.3,-3,5,7,-12
Cc1cc(S(=O)(=O)Nc2cccc([N+](=O)[O-])c2)c(C)s1,15,-9,-7,-8,0.0,-1,9,5,-8
Cc1ccc(N2C(=O)NC(NS(=O)(=O)c3ccccc3)(C(F)(F)F)C2=O)cc1 (stereo unspecified),2,-14,13,8,0.1,-1,-3,-5,5
O=C(O)c1cc(=S)nc[nH]1,1,-5,24,12,0.2,7,-10,-18,8
CN(CC(=O)Nc1ccc(F)cc1)C(=O)CCc1nc2sc3c(c2c(=O)[nH]1)CCCC3,4,0,10,7,2.1,6,0,-4,8
Clc1ccc(-c2nc3c4ccccc4ccn3c2Cc2ccsc2)cc1,-1,0,nt,-4,nt,-5,2,nt,-6
CCN(CC)S(=O)(=O)c1ccc(N/N=C(\C)c2ccncc2)c([N+](=O)[O-])c1,1,-6,9,2,0.0,1,7,-15,3
Nc1nc(-c2cccnc2)nn1C(=O)CCc1ccccc1,1,-9,7,3,-1.1,-1,3,-4,-2
Cc1cccc(NC(=O)CSC(N)=O)c1C,1,-1,1,-2,-1.6,1,7,2,-3
COc1ccc2c(c1)c1c(n2C(C)=O)C(OC(C)=O)=NCC1,-1,-3,0,10,-0.8,-1,0,1,-4
CCO[C@H]1OC(C(=O)Nc2ccccc2)=C[C@@H](c2csc3ccccc23)[C@@H]1CCCO,12,5,-5,0,3.5,0,19,10,-11
CCN(CC)C(=O)OCc1c(-c2ccccc2)ncc2ccccc12,2,4,-3,1,-1.2,-5,11,3,1
Cc1cccc[n+]1CCCCCCCCCC[n+]1ccccc1C,1,7,-14,-11,0.9,-12,9,18,0
COc1ccc(-n2c(SC)nc(O)c(Cc3ccccc3)c2=O)cc1,-2,3,8,-17,-0.3,1,5,-6,1

# An excerpt from above, limited to M1 PAM:
SMILES	M1 PAM
O=C(O)c1cc(=S)nc[nH]1	24
CC(C)[C@H](NC(=O)c1ccc(Cl)cc1Cl)C(=O)NNc1cccc(C(=O)O)c1	2

# (listing goes on)
SMILES,CHRM4 agonist,CHRM4 antagonist,M1 PAM,CHRM4 PAM,CRFBP-R2 agonist,CHRM5 agonist,CHRM5 antagonist,M1 antag,M5 PAM
CC(C)NC(=O)c1c(O)c2ccccc2[nH]c1=O,0,7,8,-2,-0.9,-4,-12,-17,5
COc1cc(C(=O)NCc2nnc(SCC(=O)N3CCCCC3)o2)cc(OC)c1OC,1,5,2,-4,-0.4,-2,-5,-15,7
COC(=O)c1cn(NC(=O)C2COc3ccccc3O2)c(=O)c2ccccc12 (stereo unspecified),1,-1,9,8,-0.7,-3,5,-3,0
CC(C)C(=O)N(c1cc2sc(=O)oc2c2ccccc12)S(=O)(=O)c1cccs1,3,22,7,1,2.5,4,11,9,-2
O=C1NC2(O)C(=O)c3ccccc3C2(O)N1 (stereo unspecified),-1,2,4,-2,-0.9,0,3,2,3
Cc1cccc(NC(=O)Cn2c(O)c(N=NC(=O)c3ccccc3O)c3ccccc32)c1,0,-3,5,3,-2.6,0,-2,-14,4
O=C(CN1CCOCC1)NN=C(c1ccccc1)c1ccccc1,0,9,10,-2,0.4,2,6,-4,4
CCCOc1cc(C)c(S(=O)(=O)n2nnc3ccccc32)cc1C,0,-2,-1,8,-1.0,-2,16,6,-3
CCNC(=S)N1C2CCC1CC(NC(=O)NC1CCCCC1)C2 (stereo unspecified),0,-3,5,3,0.8,-3,5,-7,-1
COc1ccc(C2SCCN2S(=O)(=O)c2ccccc2)cc1 (stereo unspecified),4,-5,-2,-5,0.2,0,3,5,-5
COc1ccc(OC)c(C2NC(=S)NC(C)=C2C(=O)Nc2ccccn2)c1 (stereo unspecified),1,-1,5,0,-1.1,0,0,-4,-3
COc1ccc(C(=O)Nc2c(C)csc2C(=O)O)cc1,0,-12,5,6,2.3,-2,-8,-10,7
COC(=O)Cn1c(O)c(N=NC(=O)OC)c2ccccc21,1,-12,11,0,-1.1,5,-7,-9,0
NC(=O)COC(=O)CNC(=O)c1ccc(Cl)cc1,2,-3,6,-1,0.2,-1,4,-11,-4
Cc1cc(C)c(NC(=O)COC(=O)C2CCC(=O)N2)c(C)c1 (stereo unspecified),2,4,5,12,0.2,3,7,-1,4
O=C(Nc1cccc([N+](=O)[O-])c1)c1ccc2snnc2c1,1,4,2,5,0.0,1,9,3,-5
Cc1cc(NC(=O)c2nn(C)c(C)c2[N+](=O)[O-])no1,1,-4,6,24,-0.2,-1,0,-13,0
CCOc1ccc(NC(=O)CSc2nnc(Cn3c(=O)sc4ccccc43)n2C)cc1,1,-5,5,0,-1.3,-1,1,-6,-3
COc1ccccc1NS(=O)(=O)c1ccc(NC(=O)c2nc3ncccn3n2)cc1,5,1,-4,5,-5.0,-3,-6,10,-5
Cc1ccc(/C=N/NC(=O)c2cc(C)oc2C)o1,-1,9,2,1,0.0,-1,6,-7,-3
NC(=O)c1cccc(-c2ccnc3c2CC(C(=O)NCc2ccco2)O3)c1 (stereo unspecified),2,-6,3,0,nt,0,-17,-8,6
COc1ccc(OC)c(-c2csc(N(Cc3ccco3)C(=O)c3ccco3)n2)c1,0,-1,5,-3,2.8,2,-3,-4,-7
CC(NC(=O)COc1ccccc1)C(=O)NC1=NCCS1 (stereo unspecified),2,0,5,8,11,-1,1,-12,0
CS(=O)(=O)Cc1cc(Sc2ccccc2)nc(-c2ccncc2)n1,2,2,6,1,-0.5,2,-9,-5,8
Cc1sc2ncnc(SCC(=O)Nc3cccc(S(N)(=O)=O)c3)c2c1C,3,-15,5,0,-0.9,3,13,-17,7
CS(=O)(=O)c1ccc(Cl)c(NC(=O)c2cc(S(=O)(=O)N3CCOCC3)ccc2N2CCCC2)c1,3,6,8,-6,0.1,-2,-3,1,-4
CC1CCN(c2cc(=O)n(C3CCCCC3)c(=O)[nH]2)CC1,-1,2,-9,-10,-0.7,0,9,5,-10
Cc1ccc(OC/C(=N\O)C(C)(C)C)c([N+](=O)[O-])c1,3,0,6,18,1.6,-5,-21,8,11
C=CCNC(=O)C(C)N1C(=O)c2ccccc2C1=O (stereo unspecified),1,-9,18,17,-0.9,-2,-3,-21,3
O=C(c1cc(-c2ccccc2)on1)N1CCCCCC1,0,9,-2,-1,1.6,0,7,1,1

# Of the compounds above, 2 have a tert-butyl group.
SMILES,CHRM4 agonist,CHRM4 antagonist,M1 PAM,CHRM4 PAM,CRFBP-R2 agonist,CHRM5 agonist,CHRM5 antagonist,M1 antag,M5 PAM
C[C@H](NC(=O)C1(c2ccccc2)CCN(C(=O)[C@H]2CSCN2C(=O)OC(C)(C)C)CC1)C(=O)O,0,3,-2,-6,-1.3,-3,5,7,-12
Cc1ccc(OC/C(=N\O)C(C)(C)C)c([N+](=O)[O-])c1,3,0,6,18,1.6,-5,-21,8,11

# Next structures:
SMILES,CHRM4 agonist,CHRM4 antagonist,M1 PAM,CHRM4 PAM,CRFBP-R2 agonist,CHRM5 agonist,CHRM5 antagonist,M1 antag,M5 PAM
CCCC(=O)N(CCc1ccc(OC)cc1)Cc1nc2ccccc2c(=O)[nH]1,2,2,8,-2,1.0,6,-9,-3,4
CSc1ccccc1OCc1cc(C(=O)N(C)Cc2c(C)n[nH]c2C)no1,4,6,-5,-2,-0.1,-3,21,1,-2
COc1ccccc1NC(=O)Nc1ccc(-n2ccc(C(F)(F)F)n2)cc1,3,10,4,-8,-2.0,2,3,-9,-6
O=C(c1noc2c1CCCCC2)N1CCN(C(c2ccccc2)c2ccccc2)CC1,0,-9,6,2,1.8,0,7,-15,-2
CCn1nnnc1SCC(=O)Nc1ccc(OC)cc1,0,-2,4,-2,-1.5,0,6,-18,-2
Cc1ccc(-c2cc(C(=O)N3CCCC(C(F)(F)F)C3)c3ccccc3n2)o1 (stereo unspecified),9,12,0,-8,-0.6,2,-2,0,4
CCC(=O)Nc1ccc(C(=O)OCc2ccccc2Cl)cc1,8,-12,-2,1,3.7,0,-6,1,-1
Cc1cc(=O)c(C(=O)O)cn1Nc1ccc(Cl)cc1,1,3,-6,2,0.0,-4,6,-3,-9
COc1cc2c(cc1O)CC[C@@H]1[C@@H]2CC[C@]2(C)[C@@H](O)CC[C@@H]12,5,-14,5,-2,-1.6,6,-2,-23,-4
NNc1ccc2nnc(C(F)(F)C(F)(F)C(F)(F)F)n2n1,1,5,9,1,1.1,-1,-2,-9,3
O=C(NCCN1CCOCC1)c1ccccc1N1C(=O)[C@@H]2Cc3c([nH]c4ccccc34)C(c3ccc(F)cc3)N2C1=O (stereo partly specified),15,-20,-5,-8,-1.2,2,2,-2,-12
Cc1ccc(C)c(C(=O)COc2ccccc2[N+](=O)[O-])c1,-1,-3,4,6,-0.6,-7,3,-4,-3
CCCn1c(-c2cc(OC)c(OC)c(OC)c2)nc2c1c(=O)[nH]c(=O)n2Cc1ccccc1,1,11,-1,-2,-2.2,-3,1,-1,-7
